SR-BI DiI inh – inhibitors of mouse SR-BI mediated HDL lipid uptake | Q61009 | ldlA[mSR-BI] CHO cells, DiI-HDL uptake fluorescence, 3 h | inhibition, % at 12.5 µM | hit rate 0.96% among 320,000;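 active = mean replicate inhibition of at least 70% and a set share of replicates each scoring 70 or more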;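 note: 0% = median of neutral control wells and 100% = median of positive control wells; values of inactives mirror those of a sister screen read the other way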
Target sequence (Q61009 whole entry, looked up): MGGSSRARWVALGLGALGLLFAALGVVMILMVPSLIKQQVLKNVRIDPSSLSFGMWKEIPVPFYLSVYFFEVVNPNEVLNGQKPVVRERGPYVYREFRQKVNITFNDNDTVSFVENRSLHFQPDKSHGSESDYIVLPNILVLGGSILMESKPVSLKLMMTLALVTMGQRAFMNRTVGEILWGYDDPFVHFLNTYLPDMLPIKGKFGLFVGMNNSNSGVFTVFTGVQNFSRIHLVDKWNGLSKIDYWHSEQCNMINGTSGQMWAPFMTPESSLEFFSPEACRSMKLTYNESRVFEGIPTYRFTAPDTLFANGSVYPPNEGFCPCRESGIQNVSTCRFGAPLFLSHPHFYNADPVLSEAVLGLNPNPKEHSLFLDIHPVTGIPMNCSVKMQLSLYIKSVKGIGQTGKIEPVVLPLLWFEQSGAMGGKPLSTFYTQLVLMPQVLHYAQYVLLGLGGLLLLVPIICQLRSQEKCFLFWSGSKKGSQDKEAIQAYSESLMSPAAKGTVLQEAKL
AddAB inh – less growth of phage-infected E. coli with AddAB. inhibition, % at 11.9 µM. E. coli expressing H. pylori AddAB, absorbance growth. hit rate 0.29% among 330,000; in the data active = inhibition above about 12%;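 note: 0% = vehicle wells of infected cells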
CAL PDZ FP-1 – inhibitors of human CAL PDZ peptide binding | Q9HD26 | purified CAL PDZ, TMR-peptide fluorescence polarization, 1 h | inhibition, % at 20 µM | hit rate 0.02% among 330,000 | AID 504414;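 active = highest replicate inhibition of at least 40%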;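 note: plate controls were DMSO neutral control wells for no effect and unlabeled competitor peptide control wells for full effect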
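Material: tagged CAL PDZ domain; buffer or medium: 25 mM sodium phosphate pH 7.4, 150 mM NaCl, TCEP, IgG, Thesit; compound dosing: single point, 20 µM; schedule: 1 h incubation at room temperature before polarization reading; measured by: FP readout, S and P plane fluorescence; read-out basis: percent inhibition from loss of millipolarization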
E coli growth – reduces bacterial viability in AddAB counter-screen. E. coli V3065 growth, OD600 absorbance, 18 h. inhibition, % at 11.9 µM. hit rate 0.27% among 330,000. AID 449728;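 active = inhibition above the campaign's mean inhibition across all tested compounds plus 3 SD, cut at about 9.9% in these data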;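 note: uninfected addAB+ strain grown without phage in ampicillin broth; 0% = DMSO wells and 100% = ciprofloxacin 0.95 µg/ml wells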
phage Ecoli inh – E. coli growth loss with phage present | hit rate 0.26% among 360,000 | growth absorbance | inhibition, % at 11.9 µM; in the data active = inhibition above about 11%
CAL PDZ FP-2 – blocks peptide binding to the human CAL PDZ domain. Q9HD26. purified CAL PDZ, TMR-peptide fluorescence polarization, 1 h. inhibition, % at 24.9 µM. hit rate 0.92% among 300,000. AID 602252;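 active = mean inhibition of at least 30% with at least half of replicates also reaching 30%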;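 note: 0% = DMSO neutral control and 100% = excess unlabeled competitor peptide PRC23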
SR-BI DiI-HDL act – SR-BI HDL lipid transfer activation. CHO ldlA[mSR-BI] cells, DiI-HDL uptake fluorescence, 3 h; 100 = double the neutral-control signal. activation, % at 12.5 µM. hit rate 0.096% among 320,000. AID 504775;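 active = mean replicate activation of at least 60% and every replicate at or above 60%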;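 note: 0% = median plate neutral-control signal and 100% = twice that signal; values of inactives mirror those of a sister screen read the other way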
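System: LDL receptor-deficient CHO ldlA cells overexpressing murine SR-BI | Timing: 3 h uptake period with compound, 37 °C | Medium: HEPES-buffered (25 mM, pH 7.4) F12 plus 0.5% BSA | Dosing: Single-point compound dose | Signal: Bottom-read fluorescence, 550/595 nm | Read-out: Retained DiI signal reflecting DiI-HDL uptake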
MITF act – MITF TRPM1 promoter activation in melanoma cells; hit rate 0.75% among 300,000; AID 588334; SK-MEL-5 TRPM1-promoter luciferase, 24 h; % of positive control, neutral wells = 0; activation, % at 12.5 µM;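 active = mean activation of at least 80% with every replicate also reaching 80%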;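 note: 0% = neutral control wells and 100% = parthenolide positive control wells; values of inactives mirror those of a sister screen read the other way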
Tat export inh – inhibitors of E. coli Tat protein transport | hit rate 0.036% among 340,000 | E. coli MC4100 TorA-mCherry Tat export, fluorescence | inhibition, % at 10 µM | AID 488895;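 active = mean replicate inhibition at least 50% and at least half of replicates individually reaching 50%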;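 note: exported cargo escapes ClpAP degradation while cytoplasmic cargo is degraded and loses fluorescence; 0% = median of neutral control wells and 100% = median of NaSCN control wells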
Wnt bcat act – activates Wnt/beta-catenin signaling in a reporter cell assay; activation, % at 9.35 µM; hit rate 1.2% among 300,000; activator, plate reader; in the data active = activation above about 30%, passing the limit was not always enough;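 note: 0% = neutral control wells and 100% = positive control wells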
* = called active by the depositor; . = not tested or not shown.

SMILES	SR-BI DiI inh	AddAB inh	CAL PDZ FP-1	E coli growth	phage Ecoli inh	CAL PDZ FP-2	SR-BI DiI-HDL act	MITF act	Tat export inh	Wnt bcat act
CCOCCCNc1nc2ccccc2[nH]1	-21	2.5	-4.9	-1.5	4.1	.	21	3	-1	.
COc1ccc(CN(C)Cc2c(O)ccc3cc(Br)ccc23)cc1OC	.	0.3	-2.3	-4.0	0.8	-3	.	0	-6	-2
CC(=O)Nc1ccc(C2NC(=O)CCC2[N+](=O)[O-])cc1 (centres undefined)	5	0.2	-0.2	2.5	-0.6	-13	-5	4	-10	-3
COc1ccc(Br)cc1/C=N/NC(=O)C[n+]1ccccc1	-14	2.4	-0.8	1.3	0.4	3	14	0	0	-2
O=S(=O)(Nc1nc2ccc(S(=O)(=O)N3CCCC3)cc2s1)c1ccc(F)cc1	12	-1.5	-1.2	1.1	2.0	1	-12	.	-1	-15
Cc1ccc(S(=O)(=O)NCc2cn3ccccc3n2)c(C)c1	-23	1.9	-1.8	-0.6	0.5	-3	.	-1	6	1
CCCN1CCN(S(=O)(=O)c2cc3c(cc2C)NC(=O)CO3)CC1	-26	0.0	-0.9	0.9	4.7	.	26	.	4	2
Cc1ccc(C(=O)NC2CC(C)(C)NC(C)(C)C2)c(C)c1	-5	4.1	-0.4	-0.3	3.6	0	5	-12	-1	-3
O=C1NC(Cc2ccc(O)cc2)c2nc3ccc(Cl)cc3c(=O)n2-c2cc(Cl)ccc21 (centres undefined)	.	1.1	.	1.2	1.8	.	.	.	.	0
CC1(C)CC(=O)C2=C(C1)NC1=C(C(=O)c3ccccc31)C2c1cc([N+](=O)[O-])ccc1O (centres undefined)	.	-1.2	-1.0	0.9	4.4	-3	.	-9	-1	1
Clc1ccc(CSc2ccc(-c3cccnc3)nn2)cc1	.	0.4	-3.8	1.1	3.3	-2	.	39	-1	0
CC(=O)c1sc2nsc(SCCN3CCOCC3)c2c1N	.	-2.1	.	-0.9	-0.8	.	.	.	.	2
O=C(NC1CCCc2ccccc21)C1CCN(S(=O)(=O)c2cccc(C(F)(F)F)c2)CC1 (centres undefined)	12	-1.6	-3.2	-1.6	2.8	0	-12	0	1	0
Cc1nc(N(C)C)c2sc(=S)n(C)c2n1	-17	2.1	-0.2	1.2	3.3	-4	17	12	6	3
COc1ccc(NS(=O)(=O)c2ccc(C(=O)N(C)Cc3ccc(C)o3)cc2)cc1	-4	1.7	-0.5	2.4	0.8	-2	4	.	-1	1
CCOC(=O)/C(C#N)=C1/C=CN(c2ccc(C)cc2)C=N1	-21	-0.2	-3.0	-0.7	-0.9	1	21	60	-4	20
CN(C)S(=O)(=O)c1ccc2c(c1)nc(CCC(=O)Nc1ccc3c(c1)OCO3)n2C	-8	2.1	-2.1	3.0	1.2	-2	8	2	-3	.
CCN(CC)C(=O)CN(c1ccc(C)cc1)S(=O)(=O)c1ccc(SC)cc1	-22	0.0	-0.9	-3.3	2.0	-8	22	2	-7	.
CC1CCN(C(=O)C(=O)Nc2sc3c(c2C(=O)O)CC(C)(C)OC3)CC1	-16	1.7	-2.2	-1.4	3.2	-2	16	1	-4	-2
Cc1ccccc1S(=O)(=O)Cc1ccc(C(=O)NCCCN2CCCC2)o1	0	4.4	1.2	-0.9	2.6	-9	0	-3	0	-3
CC(C)NC(=O)CSc1nc(N)c(-c2ccccc2)c(=O)[nH]1	-3	0.1	-1.9	-0.4	3.0	-1	3	12	-2	-1
COC(CNC(=O)CCc1c(C)nc2c(-c3ccc(F)cc3)c(C)nn2c1C)OC	23	4.6	-1.1	1.4	1.9	-2	-23	.	1	.
CN(C(=O)COC(=O)C1CCN(S(=O)(=O)c2cccs2)CC1)c1ccccc1	8	-1.0	-0.4	0.4	-0.5	.	-8	-3	2	-1
COc1ccc(NC(=O)NNC(=O)C(C)Oc2ccc3ccccc3c2)cc1OC (centres undefined)	10	-0.9	-1.2	-1.2	-0.6	0	.	-1	-9	3
O=C(CSc1ncn[nH]1)c1ccc2c(c1)OCO2	-23	-0.2	-1.3	1.8	1.3	.	23	-3	-10	.
COCCCNc1ccc([N+](=O)[O-])cc1C(=O)Nc1cccc(C)n1	21	1.1	0.1	0.6	-0.9	-3	-21	-17	2	-2
O=C(Nc1nccs1)c1csc2c1CCCC2	13	-5.4	.	-3.0	0.8	-6	-13	41	-1	.
COCC(=O)Nc1c(C(=O)Nc2ccc3c(c2)OCO3)oc2ccccc12	6	3.4	-4.3	-0.4	1.1	-7	-6	59	7	27
O=C(NCc1ccccc1)c1c(F)c(F)c(F)c(F)c1F	-28	0.9	-0.9	3.9	-3.3	1	28	1	-9	-2
Cc1cccc(NCCC(=O)c2ccc([N+](=O)[O-])cc2)c1C	14	-0.8	0.2	0.8	3.0	-4	-14	14	8	-1

Quoted at random: two entries already listed.
SMILES	SR-BI DiI inh	AddAB inh	CAL PDZ FP-1	E coli growth	phage Ecoli inh	CAL PDZ FP-2	SR-BI DiI-HDL act	MITF act	Tat export inh	Wnt bcat act
CN(C(=O)COC(=O)C1CCN(S(=O)(=O)c2cccs2)CC1)c1ccccc1	8	-1.0	-0.4	0.4	-0.5	.	-8	-3	2	-1
COc1ccc(NC(=O)NNC(=O)C(C)Oc2ccc3ccccc3c2)cc1OC (centres undefined)	10	-0.9	-1.2	-1.2	-0.6	0	.	-1	-9	3

(continued)
SMILES	SR-BI DiI inh	AddAB inh	CAL PDZ FP-1	E coli growth	phage Ecoli inh	CAL PDZ FP-2	SR-BI DiI-HDL act	MITF act	Tat export inh	Wnt bcat act
COc1ccc(OCC(=O)N/N=C/c2ccncc2)cc1	.	0.7	-0.3	-1.1	3.1	2	.	-1	3	-2
COC(=O)C1=C(C)Nc2c(c(=O)n(C)c(=O)n2C)C1c1ccncc1 (centres undefined)	-9	0.6	-0.1	0.3	4.1	-3	9	4	18	.
CNS(=O)(=O)c1ccc(C(=O)NCC(=O)NCCC(c2ccccc2)c2ccccc2)cc1	-24	1.4	-1.7	1.9	-1.4	.	24	0	-3	-2
O=C(Cc1ccc([N+](=O)[O-])cc1)N/N=C/c1ccccc1F	7	-0.1	-2.4	-0.3	1.6	.	-7	5	1	3
NC(=O)Cn1c(=O)n(CCC(=O)NCCSCc2ccccc2)c(=O)c2ccccc21	.	1.1	-2.9	-0.8	5.1	3	.	5	-4	-2
COCCn1c(=NC(=O)/C=C/c2cccs2)sc2cc(NC(C)=O)ccc21	72*	-0.2	-0.1	-2.2	0.8	-7	-72	2	-12	.
CC1=CN2CC(O)CN=C2C=C1 (centres undefined)	-19	-0.9	-1.7	-1.0	2.1	-1	19	0	-5	.
COc1cc(OC)cc(C(=O)NC2CCN(Cc3nnnn3Cc3cccs3)CC2)c1	11	1.0	-0.2	0.9	-0.5	-4	-11	-7	-11	-4
CCN1C(=O)[C@@H]2[C@@H](c3ccc(-c4ccc5c(c4)OCO5)c(OC)c3)N3CCC[C@@]3(C(=O)OC)[C@@H]2C1=O	2	-2.7	-0.7	-2.2	2.5	1	-2	6	-9	-2
CCOCCn1c(SCc2c(F)cccc2Cl)nc2c1c(=O)[nH]c(=O)n2C	.	3.1	-2.5	-2.8	-1.5	-3	.	.	-7	.
O=C(OCC(=O)N1CCCc2ccccc21)c1c(F)cccc1F	-3	-0.3	-0.1	1.4	2.2	-3	3	29	0	6
COCCCN1C(=O)c2ccc(C(=O)NCCc3ccccc3)cc2C1=O	5	0.2	0.2	-2.2	2.1	-4	-5	42	9	13
CCOc1cc(N2CCOCC2)c(OCC)cc1NC(=O)CN1C(=O)C2CC=CCC2C1=O (centres undefined)	-1	-0.2	-0.6	-1.1	1.3	-5	1	15	-11	0
COc1ccc(CC(=O)N/N=C/c2sccc2C)cc1	-6	3.5	-0.4	0.2	-1.9	0	6	.	1	0
CCn1c(CNC(=O)c2ccc3c(c2)OCO3)nnc1SCC(=O)Nc1cc(C)ccc1OC	62	4.3	-0.5	-0.5	0.6	.	-62	.	-1	1
CCCNCc1cc(OCC)c(OCC(N)=O)cc1Br	-1	1.9	-0.9	-0.8	1.3	12	1	7	-8	0
Cc1cc([N+](=O)[O-])cc2c1NC(=O)C2(O)N1CCCCCC1 (centres undefined)	23	2.4	-1.0	0.3	1.2	-4	-23	-16	0	-6
CCCCCCn1cc(C(=O)OCC)c(=O)c2cc(F)c(F)cc21	12	3.0	0.8	0.7	1.8	-2	-12	.	5	-3
CCCCN1C(=O)C2(NNc3ccccc3O2)c2ccccc21 (centres undefined)	22	2.9	.	3.1	5.9	-3	-22	16	-3	.
C#CCSc1nnc(-c2ccc(C)cc2)o1	-8	-2.3	-0.1	-0.3	1.1	.	8	.	-1	.
Cc1ccc(C(=O)OCCN(C)Cc2ccccc2)cc1	-15	-1.7	-3.1	-1.2	4.1	-4	15	-8	-7	0
COc1ccc(/C=N\N2CCN(Cc3ccccc3Cl)CC2)cc1	-9	1.5	-2.5	3.1	0.2	.	9	14	9	-2
O=C(c1cnccn1)N1CCCC(N2CCN(c3cccc(Cl)c3)CC2)C1 (centres undefined)	3	0.6	-1.4	2.6	1.6	-6	-3	17	0	3
COc1cccc(C(=O)NC2=NCCS2)c1	-15	2.0	-0.1	-0.3	0.0	-4	15	.	-10	44*
COc1ccc(CCN(C)C2CCCN(C(=O)c3ccnn3C)C2)cc1OC (centres undefined)	-7	3.2	-0.3	0.1	3.2	0	7	-2	-2	0
CN1CCN(S(=O)(=O)NC[C@H]2O[C@@H](n3cnc4c(N)ncnc43)[C@H](O)[C@@H]2O)CC1	-27	-0.7	1.9	-1.1	3.4	-2	27	10	-5	1
O=C(CSc1ccccn1)Nc1ccc(NC(=O)CSc2ccccn2)cc1	17	3.8	-3.2	0.3	2.9	-4	-17	-8	2	.
COc1ccccc1N1CCN(C(=O)CN(C)S(=O)(=O)c2ccc3c(c2)c(=O)n(C)c(=O)n3C)CC1	17	0.8	0.3	-0.7	1.9	.	-17	-1	1	-1
O=C(O)c1cccc(Cn2c(Cl)c(/C=N/NC(=O)c3ccccc3)sc2=O)c1	-5	3.4	-1.7	-2.0	1.2	-2	5	8	6	.
CCCN(CC(=O)Nc1ccc(Cl)cc1Cl)C(=O)/C=C/c1cc(OC)ccc1OC	58	0.8	-1.9	0.9	2.1	2	-58	-2	11	.
CCOc1ccc(N(CC(=O)Nc2ccccc2OC)S(C)(=O)=O)cc1	-5	-0.8	-0.8	-0.3	0.2	-11	5	-9	6	6
Cc1ccc(CC(=O)Nc2ccc([N+](=O)[O-])cc2C)cc1	-9	1.2	-2.0	-2.1	5.3	0	9	-5	0	.
C=CCN1C(=O)C2C(C(=O)NC)C3(C)C=CC2(O3)C1C(=O)NCc1ccc(OC)cc1 (centres undefined)	.	2.7	.	-0.5	1.9	-5	.	9	-5	-7
O=C(O/N=C(/c1ccccc1)c1ccncc1)c1ccccc1[N+](=O)[O-]	2	-2.7	0.3	-0.8	3.6	1	-2	-9	2	0
O=C(c1ccc(-n2cccc2)cc1)N1CCN(Cc2ccccc2)CC1	3	-1.0	0.1	-7.8	3.7	-3	-3	.	-3	.
COc1ccc2nc(SCC(=O)N(C)C3CCCCC3)c(C#N)cc2c1	37	1.3	-3.3	-0.4	1.5	-6	-37	.	1	0

Screening results from PubChem BioAssay.
